Source: PubChem
D2 antag = D2 dopamine receptor (human) antagonism; P14416; HEK293 TREx D2 cells, calcium flux, dopamine EC80; inhibition, % at 10 µM; 340,000 tested, 2% active; AID 485344; in the data active = inhibition above about 30%; note: 0% is about no effect
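Tetracycline-induced HEK293 TREx cells expressing D2 receptor forced-coupled to calcium signalling, loaded with no-wash calcium dye. Compounds added and calcium flux read 180 s, then dopamine added at EC80 and read a further 180 s.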
TrxR1 substrate = rat thioredoxin reductase 1 substrate activity; Potency, µM (highest dose often 114 µM), for the others: at the highest dose activity change, negative = substrate turnover; purified TrxR1 substrate turnover, NADPH consumption readout; AID 588456; 390,000 tested, 0.01% active; note: potency is the fitted concentration of half-maximal effect; % is set by controls: 0 for no effect and ±100 for the full control effect; nearly all actives have a fitted effect of over 50% in size
Target sequence (O89049 whole entry, looked up): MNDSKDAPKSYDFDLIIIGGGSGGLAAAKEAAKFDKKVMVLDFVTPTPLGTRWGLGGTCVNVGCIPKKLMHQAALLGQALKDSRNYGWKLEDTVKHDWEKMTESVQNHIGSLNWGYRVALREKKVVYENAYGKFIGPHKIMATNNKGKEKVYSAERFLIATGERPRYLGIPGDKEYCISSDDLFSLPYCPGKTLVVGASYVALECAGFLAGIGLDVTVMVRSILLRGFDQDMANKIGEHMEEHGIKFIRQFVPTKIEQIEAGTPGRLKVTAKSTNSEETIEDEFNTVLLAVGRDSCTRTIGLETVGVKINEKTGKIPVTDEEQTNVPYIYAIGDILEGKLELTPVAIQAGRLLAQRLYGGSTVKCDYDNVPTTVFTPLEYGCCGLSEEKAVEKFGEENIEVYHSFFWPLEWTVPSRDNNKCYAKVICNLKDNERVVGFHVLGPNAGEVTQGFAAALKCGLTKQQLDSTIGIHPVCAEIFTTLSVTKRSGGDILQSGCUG
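Rat TrxR1, dispensed at 90 nM, was prereduced with 400 uM NADPH (final) for 5 min at ~22 deg C, then incubated with compound 15 min before 400 uM selenite. A first-read NADPH fluorescence drop versus no-compound background flagged substrates.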
USP1 inh = USP1/UAF1 (human) deubiquitinase inhibition; Potency, µM (top dose mostly 57.1 µM), for the others: at the highest dose activity change, negative = inhibition, usual class: inhibitors; recombinant USP1/UAF1, Ub-Rhodamine cleavage fluorescence; 390,000 tested, 0.23% active; note: potency is the fitted concentration of half-maximal effect; % is set by controls: 0 for no effect and ±100 for the full control effect; nearly all actives have a fitted effect of over 60% in size; inactives centre near -12
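Step one: compound is pinned into 1nM USP1/UAF1 in HEPES pH 7.8 buffer with TCEP. Step two: 15 min room-temperature incubation. Step three: Ub-Rho (150nM final) starts cleavage, tracked by fluorescence over six one-minute reads.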
TRHR enhancer = allosteric enhancers of human TRH receptor. 360,000 tested, 0.66% active. enhancement, % at 2 µM. TRHR cells, fluo-8 calcium fluorescence, EC20 TRH enhancement. P34981; in the data active = enhancement above about 30%; note: 0% is about no effect
Target sequence (P34981 whole entry, looked up): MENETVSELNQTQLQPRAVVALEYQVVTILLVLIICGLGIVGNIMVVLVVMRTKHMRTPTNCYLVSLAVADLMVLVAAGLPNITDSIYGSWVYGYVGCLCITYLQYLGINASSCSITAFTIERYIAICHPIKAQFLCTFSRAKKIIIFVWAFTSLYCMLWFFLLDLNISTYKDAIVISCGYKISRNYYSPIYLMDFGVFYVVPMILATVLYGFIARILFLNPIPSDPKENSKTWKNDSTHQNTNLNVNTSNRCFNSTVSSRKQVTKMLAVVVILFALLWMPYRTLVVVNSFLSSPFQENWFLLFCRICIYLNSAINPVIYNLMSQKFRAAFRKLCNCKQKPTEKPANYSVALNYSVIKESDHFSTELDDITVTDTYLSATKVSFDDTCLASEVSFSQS
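Enhancer read-out: after compound pinning and an initial kinetic agonist-mode read, an EC20 of TRH (10 nM final) was injected and fluo-8 calcium signal (Ex 480/Em 530) followed at 1 s/cycle for 100 cycles in TRHR-expressing cells.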
Pin1 inhibitor = human Pin1 inhibition | Pin1 FP peptide displacement, HiFluor488, 10 min | Potency, µM (doses to about 115 µM), without a hit: at the highest dose activity, negative = inhibition, actives largely listed as inhibitors | AID 504891 | Q13526 | 390,000 tested, 0.009% active; active = well fitted inhibition curve with a large enough effect in the polarisation, with a control signal flat, not every such curve was filed as active; inconclusive = small, poorly fitted or top-dose-only effect, or effect the other way, or a change in a side signal; inactive = no such curve, though single readings can be large or run the other way; the % refers to the polarisation; note: potency is the fitted concentration of half-maximal effect; % is set by controls: 0 for no effect and ±100 for the full control effect
Target sequence (Q13526 whole entry, looked up): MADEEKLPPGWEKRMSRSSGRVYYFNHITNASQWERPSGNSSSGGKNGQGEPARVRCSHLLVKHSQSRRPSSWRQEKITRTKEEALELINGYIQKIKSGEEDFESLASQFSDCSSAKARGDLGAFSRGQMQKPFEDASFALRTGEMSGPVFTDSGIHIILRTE
TRHR agonist = TRH receptor (human) agonism | activation, % at 2 µM | P34981 | TRHR cells, calcium flux fluo-8, FDSS agonist mode | 360,000 tested, 0.18% active | AID 493084; in the data active = activation above about 30%; note: 0% is about no effect
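TRHR-expressing cells, plated overnight in medium with 10% serum, were loaded with fluo-8 calcium dye at room temperature. After a 10 s baseline, library compound was pin-added and calcium release was recorded kinetically (ex 480/em 530) as agonist response.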
rTrxR1 inhibitor = inhibitors of rat thioredoxin reductase 1; O89049; recombinant rTrxR1, NADPH fluorescence consumption, selenite substrate; Potency, µM (highest dose often 114 µM), for inactives: at the top dose activity change, negative = inhibition, actives largely listed as inhibitors; 390,000 tested, 1% active; AID 588453; note: potency is the fitted concentration of half-maximal effect; % is set by controls: 0 for no effect and ±100 for the full control effect; nearly all actives have a fitted effect of over 65% in size
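Rat TrxR1 (90 nM in the dispensed reagent) was pre-reduced with 400 uM NADPH for 5 min at room temperature, then incubated with compound for 15 min. After 400 uM selenite was added, NADPH fluorescence (Ex 340/Em 450 nm) was followed for 8 min.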
D2 ag = agonists of human D2 dopamine receptor. P14416. activation, % at 2 µM. HEK293 T-REx D2 cells, calcium flux agonist mode. 340,000 tested, 0.53% active. AID 485358;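 active = activation over 3 SD above normal in the single-dose calcium agonist read, cut at about 30% in these data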; note: 0% is about no effect
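HEK293 Trex D2 cells, tetracycline-induced, o/n 30 C 5% CO2; no-wash Ca dye, RT 30–90 min; 10-cycle baseline, 23 nl cpd added, kinetic Ca read 180 s; agonist hits = positive Ca response.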
mIDH1 inhibitor = blocks human mutant IDH1 R132H enzyme. AID 602179. O75874. IDH1-R132H enzyme, NADPH consumption, diaphorase/resazurin fluorescence. Potency, µM (titrated, usually from 76.6 µM), for the others: at the highest dose activity change, negative = inhibition, hits mostly inhibitors. 390,000 tested, 0.093% active; note: potency is the fitted concentration of half-maximal effect; % is set by controls: 0 for no effect and ±100 for the full control effect; nearly all actives have a fitted effect of over 65% in size
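IDH1-R132H (0.5 ug/mL dispensed) in pH 7.5 Tris buffer was preincubated 30 min with compound, then given a substrate mix of 0.016 mM NADPH and 2 mM alpha-KG for 80 min at room temperature; remaining NADPH was read by diaphorase/resazurin fluorescence.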
The depositor's hits bear a star; ? = inconclusive; · = not tested or not shown; & = joins results of further samples; [ ] = another dose, or the depositor's remark. Unless noted, calls come from the whole dose curve; as a rule, active = well fitted inhibition curve with a large enough effect; inconclusive = small, poorly fitted or top-dose-only effect; inactive = no such curve, though single readings can be large or run the other way.

SMILES	D2 antag	TrxR1 substrate	USP1 inh	TRHR enhancer	Pin1 inhibitor	TRHR agonist	rTrxR1 inhibitor	D2 ag	mIDH1 inhibitor
CC(C)[C@H](NC(=O)[C@@H]1Cc2c([nH]c3ccccc23)C2c3ccccc3C(=O)N21)C(=O)NCC1CCCO1 (some centres undefined)	2	-1%	-6%	-7	-10%	0.4	3%	0.8	3%
COCC(C)NC(=O)c1ccccc1OC(C)=O (centres undefined)	-7	6%	-16%	-1	-11%	0.5	-10%	0.4	16%
O=C1CCCN1CCC(=O)N1CCCC(Nc2ccc(F)cc2)C1 (centres undefined)	10	-3%	-13%	14	-8%	-0.6	-3%	-0.4	8%
Cc1ccc(Cl)cc1N1CCN(C(=O)Cc2ccc(-n3c(=O)[nH]c4ccsc4c3=O)cc2)CC1	-15	-9%	-19%	-4	0%	0.3	-5%	3.9	2%
CCC(=O)c1cc2c(cc1NC(=O)c1ccccc1F)OCCO2	·	5%	-20%	-11	1%	-1.4	13%	0.4	-5%
CCOC(=O)N1CCN(C(=O)Nc2ccc3nc(-c4ccccn4)c(-c4ccccn4)nc3c2)CC1	-6	41%[activator]	-19%	3	?	8.1	-5%	1.1	6%
O=C(CSc1c2c(nc3ccc(Cl)cc13)CCCC2)N1CCN(C(=O)c2ccco2)CC1	·	7%	-18%	·	?	·	?	·	6%
S=c1[nH]nc(Cc2ccccc2)n1-c1cccc2ccccc12	-14	5%[57.1 µM]	-9%	-5	0%	-0.2	-18%[57.1 µM]	0.5	1%
CCS(=O)(=O)c1nc(S(=O)(=O)c2ccc(C)cc2)c(NCC(C)C)s1	·	-14%	-17%	-4	23%	-1.9	-10%	0.7	13%
Clc1ccc(-n2ncc3c(NCCCn4ccnc4)ncnc32)cc1	·	5%	-14%	0	-8%	-0.3	-9%	·	6%
COc1ccc(C2/C(=C(\O)c3ccc4c(c3)OCCO4)C(=O)C(=O)N2Cc2ccco2)c(OC)c1 (centres undefined)	11	0%[57.1 µM]	-6%	-1	-1%	0.4	13%[57.1 µM]	0.6	-2%
CSc1ccccc1C(=O)NCC(c1ccco1)N1CCCCC1 (centres undefined)	-15	9%[57.1 µM]	-14%	2	0%	-0.1	17%[57.1 µM]	1.7	2%
O=C(O)Cn1cc2c(n1)CCCC2	0	1%	-5%	-1	-3%	-0.4	9%[57.1 µM]	0.3	10%
Cc1c2cnn(-c3ccccc3)c(=O)c2c(C)n1CC(=O)N1CCN(c2cccc(Cl)c2)CC1	·	39%[activator]	-28%	4	0%	-0.2	35%	-0.5	10%
Cc1oc(-c2ccccc2)nc1C(=O)O	·	8%[57.1 µM]	-7%	-3	0%	2.0	13%[11.4 µM]	·	18%
COc1ccc(C(C)C)cc1S(=O)(=O)N1CCN(c2ccccc2)CC1	14	7%	-21%	9	4%	0.9	22%	0.2	9%
COC(=O)c1ccc([C@H]2Nc3ccc(S(=O)(=O)Nc4ccc(C)cc4)cc3[C@H]3C=CC[C@H]32)cc1	·	3%	-19%	5	-11%	-0.2	50µM*	-0.7	15%
COCCn1c(=NC(=O)CCS(=O)(=O)c2ccccc2)sc2ccccc21	·	4%	-10%	·	17%	·	7.1µM*	·	5%
COc1cccc(NC(=O)c2ccncc2)c1	3	2%	-18%	-3	-6%	0.0	5%	-0.2	5%
CCOc1ccccc1NC(=O)CSc1nc2c(oc3ccccc32)c(=O)n1Cc1ccco1	·	1%	-6%	-9	11%	0.8	9%	0.7	-4%
NC(=O)CCN(C(=O)c1cccc(S(=O)(=O)N2CCc3ccccc32)c1)c1ccccc1	7	-5%	-11%	4	-4%	0.8	-6%	0.3	6%
O=C(CO/N=C/c1ccc(OC(F)F)cc1)NC1CCCC1	4	-4%	-2%	-1	8%	-0.1	4%	-0.8	-9%
O=C(NCc1ccccc1)N1CCC(n2cnc3cc(F)ccc32)CC1	22	-4%	-15%	16	-6%	-0.1	-5%	0.5	2%
COc1ccc(NS(=O)(=O)c2ccc(SC)cc2)cc1	-8	-3%	-20%	0	?	-1.9	28%	-1.3	5%
O=C(Nc1cc(NC(=O)c2ccccc2Cl)ccc1Cl)c1ccccc1	·	0%	?	-6	-4%	-1.3	16%	-2.1	3%
NC(=O)Cn1c(=O)n(CCCCCC(=O)NCc2ccccc2Cl)c(=O)c2sccc21	·	-5%	-11%	6	36%[activator]	-0.1	1%	-0.4	2%
COc1ccc2oc(=O)c(C(=O)N3CCN(c4ccccc4C)CC3)cc2c1	13	16%[57.1 µM]	-10%	1	2%	0.9	23%[57.1 µM]	-0.4	2%
Cc1ccc(Nc2cc(C)c(C#N)c3nc4ccccc4n23)cc1Cl	·	2%	-1%	0	7%	2.1	13%	0.8	-16%
CCCN1C(=O)/C(=C\C=C2\N(CC)c3ccccc3C2(C)C)SC1=S	1	1%[11.4 µM]	?	-2	?	36*	-2%[11.4 µM]	22	-2%
O=C(NCC1(N2CCCCC2)CCCCC1)c1cccc(S(=O)(=O)Nc2ccccc2Cl)c1	·	0%	-11%	·	23%	·	1%	·	-1%
Cn1c2c(c(=O)n(C)c1=O)C(c1ccccc1OC(F)F)C1=C(CCCC1=O)N2 (centres undefined)	·	30%	0%	-1	-1%	-0.1	-24%	·	-8%
CC(C)CC(=O)N1CCN(CC2CC=CCC2)CC1 (centres undefined)	-5	-7%	5%	-4	1%	-0.2	-8%	14	-2%
CCc1nnc(NC(=O)c2cccc(S(=O)(=O)N3CCN(C(C)=O)CC3)c2)s1	11	3%	-15%	-3	0%	-0.8	6%	0.1	8%
O=C(NCCc1ccc2c(c1)OCCO2)c1cc(S(=O)(=O)N2CCCC2)ccc1Br	·	-4%	-5%	·	-5%	·	-6%	·	4%
COc1ccc(C(=O)CSc2nccc(=O)[nH]2)cc1	-20	-5%[57.1 µM]	-13%	-5	0%	0.7	1%[57.1 µM]	0.2	4%
CC(C)C(OC(=O)CN1C(=O)c2ccccc2C1=O)C(=O)NC1CCCCC1 (centres undefined)	-16	11%[0.0914 µM]	5%	-5	3%	0.6	-3%[57.1 µM]	-2.9	11%
Cc1cc(Nc2ccc(C)c(C)c2)n2nc(C)nc2n1	-9	-7%	-10%	4	1%	-0.4	4%[57.1 µM]	-1.0	-5%
CCCCNC(=O)CCCCCNS(=O)(=O)c1ccc(Br)cc1	-9	0%	1%	-3	0%	-1.7	1%	-1.3	0%
CS(=O)(=O)N(CC(=O)N1CCc2ccccc2C1)Cc1ccccc1	3	5%	-14%	-6	1%	-0.8	11%	0.3	2%
NS(=O)(=O)c1cccc(NC(=O)CCN2C(=O)C3CCCCC3C2=O)c1 (centres undefined)	8	-7%	-14%	3	1%	0.0	-7%	0.1	7%
COCCN=c1scc(C)n1/N=C/C1CC2C=CC1C2 (centres undefined)	-4	-2%[57.1 µM]	-15%	0	1%	-1.0	-12%[57.1 µM]	0.1	4%
Cc1cccc(CCNC(=O)CCS(=O)(=O)c2cc3c(cc2C)NC(=O)CO3)c1	0	-10%[57.1 µM]	-14%&-25%	1&7	0%&-8%	-0.1&-0.3	8%[57.1 µM]	-0.1&-0.2	12%&-3%
CCc1ccc(/C=C2/Sc3ccccc3N(CC(=O)NCC3CCCO3)C2=O)cc1 (centres undefined)	-10	-3%	-15%	6	-1%	-0.8	11%	-0.5	-10%
COC(=O)c1ccc(OCC(=O)c2ccccc2)cc1	-22	12%	-8%	-6	-2%	-0.1	22%	-1.5	0%
CCCn1nc(NC(C)=O)c2cc3cccc(C)c3nc21	18	13%	-8%	2	-4%	0.0	13%	2.0	7%
O=C(O)c1ccc(N2C(=O)c3cccc4cccc(c34)C2=O)cc1	2	16%[57.1 µM]	-19%	1	-2%	-2.1	2%[57.1 µM]	-1.1	7%
O=C(CCCN1C(=O)c2ccccc2C1=O)Nc1cccc(S(=O)(=O)NC2=NCCC2)c1	15	8%[57.1 µM]	-11%	-4	6%	-0.1	15%[57.1 µM]	0.7	2%
COc1cc(/C=C(\C#N)C(=O)NCC2CCCO2)ccc1OC(C)C (centres undefined)	-6	-8%	-16%	-2	-6%	0.0	-10%	1.6	5%
CCOC(=O)COc1ccc(S(=O)(=O)NCC2CCCO2)cc1 (centres undefined)	-15	3%	-2%	0	0%	0.0	14%	0.5	7%
CCOc1ccc(N2C(=O)CN=C2Nc2ccccc2F)cc1	3	0%	-22%	-1	6%	-0.2	3%	0.2	0%

Additional results.
SMILES	D2 antag	TrxR1 substrate	USP1 inh	TRHR enhancer	Pin1 inhibitor	TRHR agonist	rTrxR1 inhibitor	D2 ag	mIDH1 inhibitor
Cc1ccc([N+](=O)[O-])cc1S(=O)(=O)NCCc1cn2ccccc2n1	2	-5%	-7%	-3	-4%	-0.2	3%	0.7	2%
CCCCn1c(SCC(=O)OCC)nc2c1c(=O)[nH]c(=O)n2C	16	8%[57.1 µM]	-15%	21	-2%	-0.7	22%[57.1 µM]	-0.1	-2%
CCn1c(-c2cc(Br)cc(OC)c2O)nc2cc(S(=O)(=O)N(C)C)ccc21	16	0%	-18%	1	5%	-2.1	17%	-0.5	1%
C/C(=N\NC(=O)c1cccc(F)c1)c1cccc(NC(=O)c2ccc(F)cc2)c1	-1	-19%[57.1 µM]	-10%	8	0%	0.7	15%[57.1 µM]	0.6	10%
CC1CCN(C(=O)c2ccccc2NC(=O)c2nsc3ccccc23)CC1	·	4%[57.1 µM]	-11%	-5	2%	-0.6	16%[57.1 µM]	-1.1	-9%
COc1ccccc1C(CNC(=O)C1CCN(C(=O)Nc2ccccc2)CC1)N1CCCC1 (centres undefined)	9	1%	-13%	-6	3%	-0.4	4%	9.1	-9%
CCN1CCN(CCCNC(=O)c2ccccc2NC(=O)C2=C(C)OCCS2)CC1	1	2%	-21%	5	-6%	0.3	5%	0.1	8%

A portion of the library. The share of hits here may be higher or lower than overall.
